# Assay outcomes: PubChem, several laboratories
# M1AAP inhibition: P. falciparum M1AAP inhibitors, biochemical, fluorogenic H-Leu-NHMec substrate, 1536-well (AID 1445) | Aminopeptidase N (Plasmodium falciparum (isolate 3D7)) | recombinant M1AAP, H-Leu-NHMec fluorogenic kinetic assay; higher % means a stronger effect | inhibition, % at 30 µM; hits with a dose series show IC50 in µM | 220,000 compounds, 0.42% hits;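 active = primary inhibition above the hit cutoff, then over 50% inhibition at one or more dose response concentrations, cut at about 23% in these data, passing the limit was not always enough; inconclusive = conflicting primary data, or primary hits not chosen for dose response; inactive = low primary inhibition, or under 50% at every dose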;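 note: plate controls were DMSO full reaction for no effect and no enzyme background for full effect; strong numbers were not always called active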
# human PMI inhibition: inhibitors of human PMI, primary screen, biochemical, fluorescence intensity, coupled assay (AID 1209) | 190,000 compounds, 0.42% hits | Mannose-6-phosphate isomerase (Homo sapiens) | purified PMI enzyme, coupled fluorescence intensity; higher % means a stronger effect | inhibition, % at 20 µM; hits with a dose series show IC50 in µM;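 note: plate controls were DMSO vehicle for no effect and wells lacking substrate for full effect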
# XIAP displacement: XIAP antagonists, biochemical, IAP family, fluorescence polarization (AID 1018); one-dose displacement, % at 20 µM; IC50 in µM for titrated hits; XIAP BIR domain, fluorescence polarization peptide displacement; higher % means a stronger effect; 200,000 compounds, 0.007% hits; E3 ubiquitin-protein ligase XIAP (Homo sapiens); in the data active = displacement above about 50%; note: a part of the inactive calls stands beside numbers as strong as those of hits
# LYP phosphatase: inhibitors of LYP phosphatase, biochemical, fluorescence intensity, uHTS (AID 1779). Tyrosine-protein phosphatase non-receptor type 22 (Homo sapiens). recombinant LYP phosphatase, fluorescence intensity; higher % means a stronger effect. inhibition, % at 11.5 µM; hits with a dose series show IC50 in µM. 290,000 compounds, 0.054% hits;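 note: plate controls were vehicle with enzyme for no effect and no enzyme for full effect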
# PMI inhibition: human PMI inhibitors, high substrate, primary screen, biochemical, fluorescence intensity, high mannose 6-phosphate (AID 1220) | recombinant PMI enzyme, coupled fluorescence intensity; higher % means a stronger effect | Mannose-6-phosphate isomerase (Homo sapiens) | one-dose inhibition, % at 20 µM; IC50 in µM for titrated hits | 190,000 compounds, 0.66% hits
# TNAP activators: human TNAP enzyme activators, primary screen, biochemical, luminescent, no phosphate acceptor, uHTS (AID 1001); activation fold at 20 µM; hits with a dose series show EC50 in µM; Alkaline phosphatase, tissue-nonspecific isozyme (Homo sapiens); purified TNAP, luminescent activation assay, no phosphate acceptor; higher activation fold means a stronger effect; 200,000 compounds, 0.03% hits; in the data active = activation fold from about 3, or a potency from the dose series; inactive = the rest, 99 in 100 with activation fold below about 1.6; note: many of its hits are not listed in these tables
# Myeloid diff MLP: induction of myeloid progenitor differentiation, primary screen, cell-based, flow cytometry, MLPCN library. ER-HoxA9 myeloid progenitors, lysozyme-GFP differentiation. calls only at 10 µM. 360,000 compounds, 1% hits. AID 624256, 2012;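 active = normalized GFP-positive differentiation at or above the plate's own cutoff, the solvent-only control mean plus 3 SD; inconclusive = no clear call, values can overlap the other calls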;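 note: cells exposed to compound for four days before flow analysis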
# CSM14.1 death rescue: rescue of cells from ER stress-induced death, primary screen, 384-well, CSM14.1, thapsigargin, ATP luminescence (AID 1222); CSM14.1 thapsigargin-induced death rescue, ATP luminescence; higher % means a stronger effect; cellular ATP content (survival), % at 20 µM, or EC50 in µM where a hit was titrated; 190,000 tested, under 10 active;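 active = EC50 below 50 µM in the dose-response confirmation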;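 note: death triggered by thapsigargin at about 15 µM added after 2 h compound pretreatment; cell ATP read after overnight thapsigargin exposure of roughly 18 to 22 hours; normalized against plate controls of thapsigargin alone and 5% DMSO vehicle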
# P. falciparum M17LAP: P. falciparum M17LAP inhibitors, primary screen, biochemical, fluorogenic H-Leu-NHMec substrate, 1536-well (AID 1619); recombinant M17LAP, H-Leu-NHMec fluorogenic kinetic assay; higher % means a stronger effect; Leucine aminopeptidase (Plasmodium falciparum (isolate 3D7)); 220,000 compounds, 0.38% hits; one-dose inhibition, % at 30 µM; IC50 in µM for titrated hits;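 active = compound inhibiting the enzyme by more than half at any dose during confirmatory dose-response retesting; inconclusive = strong single-dose inhibitors picked by rank but not retested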;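 note: plate controls were full reaction with DMSO carrier for no effect and no enzyme background for full effect; strong numbers were not always called active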
# Myeloid diff MLP GFP+ MAC1+ %: recorded beside Myeloid diff MLP, whose call it bears; GFP+ MAC1+ double positive, %; measured here: differentiation confirmed by MAC1 staining
# An asterisk follows results filed as active; i = inactive; ? = inconclusive; . = no result given; & = joins results of further samples. Cut-off read from the data, not from the text of the source, unless noted: active = inhibition above about 50%; inactive = the rest. An unsorted share of the library; any-hit rate near 2.7%.
SMILES,M1AAP inhibition,human PMI inhibition,XIAP displacement,LYP phosphatase,PMI inhibition,TNAP activators,Myeloid diff MLP,Myeloid diff MLP GFP+ MAC1+ %,CSM14.1 death rescue,P. falciparum M17LAP
Cn1c(=N)n(CC(=O)O)c2ccccc21,-0.5%,3.7%,-2.1%,-1.2%,-2.8%,1.1,i,1.1,-2.7%,1.3%
O=C1CC(c2ccc(F)cc2)Cc2nc(NCc3ccco3)ncc21 (stereo not drawn),9.2%,-2.9%,-3.5%,-5.0%,-1.6%,1.1,i,0.5,-1.4%,6.7%
CCOc1cc(CN2CCN(C(=O)c3ccco3)CC2)ccc1OC,-7.0%,20.3%,-7.5%,2.8%,13.8%,1.1,i,1.0,0.6%,2.3%
Cc1ccc2c(c1)n([O-])c1c([n+]2=O)CCCC1,2.2%,17.7%,-2.6%,-6.5%,29.2%,1.1,i,1.8,0.2%,24.5%
CCOC(=O)N1CCN(C(=S)NC)CC1,-7.7%,-9.0%,-5.9%,-9.3%,-3.1%,1.2,i,0.3,-1.1%,-0.8%
Clc1ccc(Cn2cc(/C=N/n3cnnc3)c3ccccc32)c(Cl)c1,4.6%,-5.2%,-7.4%,2.4%,-20.7%,1,i,1.3,-2.9%,3.1%
CCOC(=O)/C(=N/Nc1ccccc1)c1csc(Nc2ccccc2)n1,2.4%,11.3%,-0.6%,-0.9%,9.5%,1.1,i,1.2,-0.9%,-14.3%
Cc1ccc(/C=N/Nc2ccc3c(C(F)(F)F)cc(C(F)(F)F)nc3n2)cc1,0.8%,-7.1%,-3.8%,-4.1%,-7.0%,0.9,i,0.7,-0.3%,-4.8%
Nc1nc(N)c(C=Nc2ccc(Br)cc2)c(Nc2ccc(Br)cc2)n1,4.8%,.,.,-5.3%,.,.,i,0.5,.,2.5%
CC1CC(C)CN(CCCOc2ccccc2[N+](=O)[O-])C1 (stereo not drawn),-0.3%,-12.1%,-10.7%,-8.5%,-18.9%,1,i,1.8,-0.4%,15.7%
CN(C)C(=O)COc1ncnc2scc(-c3ccc(F)cc3)c12,-10.5%,-11.6%,-3.7%,-2.1%,-12.7%,1.1,i,0.6,-1.2%,-2.2%
C=CCSc1nnc2n(-c3ccccc3OC)c(=O)c3c4c(sc3n12)CCC4,-3.9%,7.3%,-6.0%,3.7%,8.7%,1,.,.,-2.7%,0.7%
FC(F)(F)c1nc2ccccc2n2c(-c3ccc(Cl)cc3)nnc12,2.5%,-1.0%,-2.3%,-9.3%,0.4%,1.1,i,0.3,0.2%,11.5%
COc1ccc(Cn2cnc3c(NS(C)(=O)=O)c(C)c(C)cc32)cc1,10.5%,3.6%,-1.8%,-12.2%,8.8%,1.1,i,0.5,-2.4%,9.3%
O=C(c1ccco1)N1CCN(C(c2ccc(F)cc2)c2nnnn2CC2CCCO2)CC1 (stereo not drawn),3.5%,-14.5%,-2.0%,-7.7%,-11.7%,1.1,i,0.6,-1.5%,5.6%
CC(C)C(=O)Nc1ccc(N2CCCC2)cc1,6.0%,2.9%,-5.0%,3.8%,-3.9%,1,i,0.4,4.0%,8.5%
COc1ccc(NC(=S)Nc2cc(-c3ccccc3)[nH]n2)cc1Cl,-0.3%,30.0%,-0.1%,12.2%,21.2%,1.1,i,4.0,-2.2%,5.6%
Cc1ccccc1NC(=O)NCc1ccco1,12.5%,8.8%,-4.7%,2.5%,6.4%,1.1,i,2.0,2.0%,21.7%
CC(=O)N1CCCc2cc(S(=O)(=O)N3CCC(C)CC3)ccc21,-5.4%,0.6%,0.2%,-4.7%,-0.2%,1.2,i,0.3,-2.2%,-11.2%
O=C(Nc1nc(-c2ccc(S(=O)(=O)N3CCOCC3)cc2)cs1)c1ccccc1,11.8%,17.6%,0.5%,7.6%,24.2%,1.1,i,1.1&0.6,-2.6%,-1.4%
CCOc1cccc(CNc2ccc(O)cc2)c1OCc1ccc(Cl)cc1,16.2%,53.9%*,-4.5%,-0.9%,.,1,i,0.7,-0.3%,-0.8%
O=C(COC(=O)c1ccc2ncsc2c1)NC(=O)c1ccccc1,8.3%,-0.1%,-3.7%,-5.5%,-3.6%,1,i,0.1,-0.1%,-2.0%
COc1ccccc1CNC(=O)COC(=O)c1cc(-c2ccco2)nc2ccccc12,21.3%,24.6%,9.0%,24.1%,7.6%,1,i,5.6,-0.6%,-0.1%
O=C(c1ccc(F)cc1F)N1CCCN(c2nc(-c3ccccc3)ns2)CC1,0.5%,.,.,-6.0%,.,.,i,0.6,.,8.0%
CC(C)[C@H](NC(N)=O)C(=O)Nc1ccc2c(c1)CCC2,1.3%,14.2%,-7.5%,-4.2%,0.5%,1.1,i,1.4,0.1%,0.5%
Cc1nn(-c2ccccc2)c(Cl)c1/C=N\NC(=O)c1cnccn1,6.1%,-5.1%,-3.5%,1.7%,-2.4%,1.1,i,0.6,-3.7%,19.6%
Cc1nc2cc(NS(=O)(=O)c3ccccc3)ccc2n1C,-0.5%,11.8%,-3.6%,-3.0%,5.2%,1.1,i,0.3,-1.2%,-2.5%
CCn1c(SCc2nc(CC(=O)Nc3ccccc3OC)no2)nnc1-c1cccs1,-3.8%,1.6%,-0.9%,-5.2%,-3.3%,1.1,i,0.9,3.8%,2.8%
COc1ccc(OC2C(=O)N(c3ccc(C)c(C)c3)C2c2ccc(OC)c(OC)c2)cc1 (stereo not drawn),3.1%,12.9%,-3.5%,0.8%,6.1%,1.1,i,0.2,-2.9%,5.6%
Cc1cc(-c2ccco2)n(-c2ccccc2)n1,-1.1%,27.5%,-7.7%,1.2%,50.5%*,1.1,i,0.6,-0.5%,-5.1%

# By substructure, the entries above containing two or more sulfur atoms (three)
SMILES,M1AAP inhibition,human PMI inhibition,XIAP displacement,LYP phosphatase,PMI inhibition,TNAP activators,Myeloid diff MLP,Myeloid diff MLP GFP+ MAC1+ %,CSM14.1 death rescue,P. falciparum M17LAP
C=CCSc1nnc2n(-c3ccccc3OC)c(=O)c3c4c(sc3n12)CCC4,-3.9%,7.3%,-6.0%,3.7%,8.7%,1,.,.,-2.7%,0.7%
O=C(Nc1nc(-c2ccc(S(=O)(=O)N3CCOCC3)cc2)cs1)c1ccccc1,11.8%,17.6%,0.5%,7.6%,24.2%,1.1,i,1.1&0.6,-2.6%,-1.4%
CCn1c(SCc2nc(CC(=O)Nc3ccccc3OC)no2)nnc1-c1cccs1,-3.8%,1.6%,-0.9%,-5.2%,-3.3%,1.1,i,0.9,3.8%,2.8%

# Other entries
SMILES,M1AAP inhibition,human PMI inhibition,XIAP displacement,LYP phosphatase,PMI inhibition,TNAP activators,Myeloid diff MLP,Myeloid diff MLP GFP+ MAC1+ %,CSM14.1 death rescue,P. falciparum M17LAP
C=CCOC(=O)C1=C(C)N=C2SCCC(=O)N2C1/C=C/c1ccccc1 (stereo not drawn),4.2%,2.7%,-8.1%,1.2%,2.6%,1,i,0.1,-1.7%,3.7%
O=C1C(N2CCOCC2)=C(n2nnc3ccccc32)C(=O)c2ccccc21,18.5%,-16.7%,-7.7%,-6.4%,-40.9%,0.9,?,.,-7.6%,7.7%
O=C(Nc1cc(C(F)(F)F)ccc1N1CCOCC1)c1ccc2ccccc2n1,-1.4%,6.4%,-3.3%,-2.3%,11.2%,1.1,i,1.7,-1.2%,9.2%
CCOC(=O)N1CCN(Cc2c(F)cccc2Cl)CC1,-5.7%,3.1%,-3.6%,-12.8%,-1.2%,1,i,4.7,2.8%,4.0%
FC(F)(F)c1cc(Cl)c2nnc(-c3cccnc3)n2c1,4.3%,1.4%,-3.6%,-4.4%,-3.3%,1.1,i,0.1,-0.6%,6.2%
COC(=O)c1ccc(NC(=O)C2CCCN(S(=O)(=O)c3cnc[nH]3)C2)cc1 (stereo not drawn),4.9%,-9.4%,1.8%,-9.1%,-6.2%,1.1,i,1.0,-1.2%,4.0%
O=C(Cc1ccccc1[N+](=O)[O-])N1CCN(c2ccc(F)cc2)CC1,2.2%,2.9%,-1.5%,-6.1%,16.5%,0.9,.,.,-0.7%,9.2%
O=C(NCc1ccc2c(c1)OCO2)Nc1ccc2nsnc2c1,-0.2%,14.0%,-3.4%,-1.0%,26.7%,1.1,i,0.2,2.1%,1.2%
Nc1nnc(CCS(=O)(=O)c2ccc(Br)cc2)s1,-0.8%,-1.8%,-12.1%,1.7%,-4.0%,1.1,i,0.4,-1.6%,-2.8%
OCCN(Cc1ccccc1)Cc1nc(CC2CC2)no1,2.4%,7.6%,-3.3%,-3.2%,-1.0%,1,i,0.7,-0.6%,-0.7%
CCC(=O)NCCc1nc2ccccc2n1Cc1ccc(C)cc1,1.4%,12.9%,-11.9%,-8.6%,20.5%,1.1,i,2.6,-1.1%,-11.8%
O=C1NC(c2ccccc2)=CC(c2ccccc2)N1 (stereo not drawn),1.0%,-17.0%,-12.1%,1.9%,-12.0%,1.1,i,0.2,0.2%,-4.1%
O=C(N/N=C/c1cc([N+](=O)[O-])ccc1O)NC12CC3CC(CC(C3)C1)C2,1.6%,-7.8%,-4.9%,3.1%,-24.6%,1.1,i,0.3,-0.1%,1.7%
Cc1ccc(CC2SC(=Nc3ccccc3)N(c3ccccc3)C2=O)cc1 (stereo not drawn),-1.7%,8.9%,-4.4%,6.4%,14.0%,1.1,i,0.3,-2.6%,-2.5%
COc1cc(OC)cc(C(=O)Nc2ccc(-c3nc4ccccc4o3)c(O)c2)c1,?,-1.3%,-20.2%,-1.5%,4.4%,1.1,i,6.5,-2.5%,0.1%
CCc1ccc(S(=O)(=O)NCc2ccc(N3CCN(C)CC3)cc2)cc1,2.6%,.,.,-6.0%,.,.,i,0.2,.,-10.9%
COc1cc(-c2nc3ccc4ccccc4c3c3c2CCC3)cc(OC)c1OC,-0.7%,11.2%,-4.8%,7.8%,18.6%,1.1,i,1.2,0.4%,10.1%
O=c1c(S(=O)(=O)c2ccc(Cl)cc2)cn(Cc2ccccc2)c2ccc(F)cc12,0.8%,11.6%,-5.5%,-1.9%,7.3%,1,i,0.3,0.0%,-9.8%

# Single values from the entries so far.
# Myeloid diff MLP GFP+ MAC1+ % result of O=C(N/N=C/c1cc([N+](=O)[O-])ccc1O)NC12CC3CC(CC(C3)C1)C2 reads 0.3
# Myeloid diff MLP GFP+ MAC1+ % result of Cc1ccc(CC2SC(=Nc3ccccc3)N(c3ccccc3)C2=O)cc1 (stereo not drawn) reads 0.3
